Source: PubChem
RXFP1 antag: antagonists of human relaxin receptor RXFP1. HEK293-RXFP1, relaxin-stimulated cAMP HTRF, 30 min; hits give low values. Q9HBX9. 350,000 compounds, 0.59% hits. activity change, negative = inhibition, % at 57.5 µM;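 active means activity change of -60% or lower, but not beyond a set lower limit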
The depositor's hits bear a star. On the % scale 0 is the no-effect control and ±100 the full control effect. A portion of the library; rates above refer to the full screens.

RXFP1 antag,SMILES
11,Cc1cccc(OC(C)C(=O)Nc2nc(-c3cccnc3)cs2)c1 (stereo not drawn)
5,O=C(O)/C(=C\c1ccccc1)c1ccc2ccccc2c1
2,CC(=O)N1CCN(C(=O)c2ccc(C)c(S(=O)(=O)N3CCCCC3)c2)CC1
-3,COc1nc(NC2CCCCC2)nc(NC(C)(C)C)n1
-14,Nc1ccc(CCc2ccc(N)cc2)cc1
-5,O=C1c2cccc3c2N(CCC3)C(=O)C1(F)c1ccccc1 (stereo not drawn)
2,CSc1ncccc1C(=O)OCC(=O)NC(C)CCc1ccccc1 (stereo not drawn)
-7,COCC(C)n1c(SCC(=O)Nc2c(C)n(C)n(-c3ccccc3)c2=O)nc2ccccc2c1=O (stereo not drawn)

Later entries.
RXFP1 antag,SMILES
8,COc1cccc(C2C(C(=O)c3ccco3)=C(O)C(=O)N2CCCN2CCOCC2)c1OC (stereo not drawn)
-3,CCN(C(=O)CSc1nc2ccc(C)cc2[nH]1)C1CCS(=O)(=O)C1 (stereo not drawn)
7,COc1ccc(C(=O)COC(=O)C2COc3ccccc3O2)cc1F (stereo not drawn)
1,O=C(COc1ccc(Cl)cc1Cl)Nc1ccccc1F
15,C[C@H](CO)N1C[C@H](C)[C@@H](CN(C)C(=O)Nc2ccccc2F)Oc2cc(Br)ccc2S1(=O)=O
1,CC(C)Cn1c(SCC(=O)Nc2cccnc2Cl)nnc1-c1ccco1
-6,O=C(O)Cc1cccc(=O)c(O)c1C(=O)O
1,CCN(c1ccccc1)S(=O)(=O)c1cc(NC(=O)C2CC2)ccc1Cl

A few values from the results shown:
For RXFP1 antag, `COc1cccc(C2C(C(=O)c3ccco3)=C(O)C(=O)N2CCCN2CCOCC2)c1OC` (stereo not drawn) reads 8
For RXFP1 antag, `CCN(C(=O)CSc1nc2ccc(C)cc2[nH]1)C1CCS(=O)(=O)C1` (stereo not drawn) reads -3
For RXFP1 antag, `O=C(COc1ccc(Cl)cc1Cl)Nc1ccccc1F` reads 1

The listing continues:
RXFP1 antag,SMILES
-10,C=C(C)CN1C(=O)C2(OCCO2)c2cc(Br)ccc21
-94*,O=C(OCc1ccccc1)N(CCCCN(CCCNCc1ccccc1)C(=O)OCc1ccccc1)CCCNCc1ccccc1
-1,CCOC(=O)NC1CCc2cc(OC)c(OC)c(OC)c2-c2ccc(OC)c(=O)cc21 (stereo not drawn)
12,Cc1cccc(S(=O)(=O)N(C)C[C@H]2OCc3cnnn3CCCC(=O)N([C@H](C)CO)C[C@H]2C)c1
-15,COc1cc(OC)cc(C(=O)NCCCCNC(=O)c2cc(OC)cc(OC)c2)c1
0,Cc1cc(=O)oc2c(C)c(OC(=O)c3ccco3)ccc12
-8,CCC1(c2ccc(F)cc2)NC(=O)N(CC(=O)N2CCN(C(=O)c3ccco3)CC2)C1=O (stereo not drawn)
-5,COc1ccc(OC)c(NC(=O)CCNS(=O)(=O)c2ccc3c(c2)CC(C)N3C(C)=O)c1 (stereo not drawn)

More structures
RXFP1 antag,SMILES
5,O=C(NCc1ccc(F)cc1)C(=O)NCC1OCCN1S(=O)(=O)c1cc(F)ccc1F (stereo not drawn)
5,Cn1c(=O)c2c(nc(CCC3CCCC3)n2C)n(C)c1=O
-3,CNS(=O)(=O)c1cccc(C(=O)OCC(=O)Nc2nc(OC)cc(OC)n2)c1
0,O=C(NCCCc1ccccc1)c1cccc(Br)c1
-2,COc1ccccc1OCC(=O)NC1CCCCCCC1
-19,CN(C)C(=S)N=c1ssc(=S)n1Cc1ccco1
-3,O=[N+]([O-])c1ccc(S(=O)(=O)NN=CCCc2ccccc2)cc1
-12,C=CCOc1ccc2c(c1)CCC1C2CCC2(C)C(O)C(O)CC12 (stereo not drawn)

Following part
RXFP1 antag,SMILES
-1,Cc1cc(C)cc(Nc2cc(C)nc3ncnn23)c1
9,C[C@H](CO)N1C[C@H](C)[C@@H](CN(C)S(=O)(=O)c2ccc(-n3cccn3)cc2)OCc2cnnn2CCCC1=O
8,CCCOc1ccc(C2/C(=C(/O)c3ccccc3)C(=O)C(=O)N2CCCN(C)C)cc1OC (stereo not drawn)
15,Cc1ccc(CNC(=O)CSc2nc3ccccc3c(=O)n2CC2CCCO2)cc1 (stereo not drawn)
8,O=C1c2ccc(-c3nc4ccccc4o3)cc2C(=O)N1Cc1ccccc1
-25,COc1ccc2c(c1)CCCC21NC(=O)N(CC(=O)NCc2cccs2)C1=O (stereo not drawn)
-2,COc1cccc(CN2CC(C(=O)NCCc3nccs3)CCC2=O)c1 (stereo not drawn)
-19,CN(C)CC1CCC/C(=C\c2ccc(OC(=O)/C=C/c3ccccc3)cc2)C1=O (stereo not drawn)

Remaining list, next part
RXFP1 antag,SMILES
4,O=C1c2ccccc2C(=O)N1CCCN1C(=O)c2ccccc2C1=O
1,Cc1ccc(S(=O)(=O)N2CCOCC2)cc1C(=O)OCC(=O)Nc1ccc(Cl)cn1
-13,COc1cc(Br)cc(/C=N/NC(=O)Cc2ccccc2)c1O
-5,Nc1c(-c2ccccc2)nnn1Cc1ccccc1
8,COc1ccc(NS(=O)(=O)c2cc(NC(=O)c3ccc(Cl)cc3)ccc2N2CCOCC2)cc1
7,CC(C)(NC(=O)N1CCOCC1)c1cccc(C(C)(C)NC(=O)N2CCOCC2)c1
-35,Cc1cc(C)[n+](Cc2ccccc2)cc1C(N)=O
3,O=c1[nH]c(-c2ccccc2)ncc1Oc1ccccc1

Part of the list above, as labelled records.
Molecule: O=C1c2ccc(-c3nc4ccccc4o3)cc2C(=O)N1Cc1ccccc1
  RXFP1 antag: 8

Molecule: COc1ccc2c(c1)CCCC21NC(=O)N(CC(=O)NCc2cccs2)C1=O (stereo not drawn)
  RXFP1 antag: -25

Molecule: COc1cccc(CN2CC(C(=O)NCCc3nccs3)CCC2=O)c1 (stereo not drawn)
  RXFP1 antag: -2

(next part)
RXFP1 antag,SMILES
3,Cc1ccc(SCCC(=O)NNC(=O)c2ccccc2F)cc1
-11,CCn1cc(C(=O)OCC(=O)Nc2ccccc2OC(F)F)c(=O)c2ccc(C)nc21
0,COc1ccc(C2CCc3cc(OC)c(OC)cc3C2NC=O)cc1OC (stereo not drawn)
5,CCOc1ccc(/C=C/C(=O)N(CC)CC(=O)Nc2c(F)cccc2F)cc1OC
-2,COC1=C(Nc2ccc(OC)cc2)C(=O)C(OC)=C(Nc2ccc(OC)cc2)C1=O
-2,COC(=O)c1cc(CNC(=O)C2CC(=O)N(c3ccc4c(c3)OCCO4)C2)ccc1OC (stereo not drawn)
-4,CNC(=O)C1(c2ccccc2)CCCCC1
11,CC1=C(C(=O)N2CCOCC2)CC(CC(=O)NC2CC2)C(=O)N1Cc1ccc(C(C)(C)C)cc1 (stereo not drawn)

(listing goes on)
RXFP1 antag,SMILES
1,CN(CC(=O)Nc1ccc(OC(F)F)cc1)S(=O)(=O)/C=C/c1ccccc1
-2,CN(c1ccc(F)cc1)S(=O)(=O)c1ccc(Cl)c(C(=O)NCC2(N3CCOCC3)CCCCC2)c1
4,O=S(=O)(Nc1ccc(Cl)cc1NS(=O)(=O)c1ccccc1)c1ccccc1
8,C[C@@H]1CN([C@H](C)CO)C(=O)CCCn2nncc2CO[C@H]1CN(C)S(=O)(=O)c1cccs1
8,O=C(COC(=O)c1cccc(OC(F)F)c1)NCC1CCCO1 (stereo not drawn)
1,CC1(c2ccc(Cl)cc2)NC(=O)N(CC(=O)NC2CCCCC2)C1=O (stereo not drawn)
4,C[C@H](CO)N1C[C@H](C)[C@@H](CN(C)S(=O)(=O)c2cccc(F)c2)OCc2cn(nn2)CCCC1=O
1,O=C([C@@H]1CCCN1C1=NS(=O)(=O)c2ccccc21)N1CCN(c2ccccc2)CC1

(list continues)
RXFP1 antag,SMILES
6,OCC[C@@H]1C[C@H](O)[C@@H](O)[C@]2(OCc3ccc4ccccc4c32)O1
-8,CCC(C(=O)OCC(=O)NCc1ccc2c(c1)OCO2)c1ccccc1 (stereo not drawn)
1,CCn1c(=O)c2c3c(sc2n2c(SCc4ccc(F)cc4)nnc12)CCCC3
-10,O=[S@]1Oc2ccccc2-c2ccccc21
-4,Nc1nc(SCc2ccc(Br)cc2)c2ncn(C3OC(CO)C(O)C3O)c2n1 (stereo not drawn)
-4,CCOc1cccc2sc(N(CCN(C)C)C(=O)CCS(=O)(=O)c3ccccc3)nc12
-19,O=C(CC(O)(CC(=O)OCc1ccccc1)C(=O)OCc1ccccc1)OCc1ccccc1
-4,Cc1cnc(C(=O)OCC(=O)Nc2cccc(S(=O)(=O)N3CCOCC3)c2)cn1

Remaining list, next part
RXFP1 antag,SMILES
-8,O=C(OCC(=O)N1CCc2ccccc21)[C@@H]1CC(O)CN1S(=O)(=O)c1ccccc1[N+](=O)[O-] (stereo partly drawn)
-4,COCCNC(=O)c1cc(S(=O)(=O)N2CCC3(CC2)OCCO3)ccc1F
-3,Cc1cccc(C)c1NC(=O)C(C)N (stereo not drawn)
4,COc1cccc(CCNC(=O)c2cc(COc3ccc(C)c(C)c3)on2)c1OC
3,Cc1ccc(S(=O)(=O)N2CCCCC2)cc1NC(=O)C1CCN(C(=O)OC(C)(C)C)CC1
-2,CC(NC(=O)C1CCCC1)c1ccccc1 (stereo not drawn)
-17,CCOc1ccc(/C=C(\C(=O)O)c2ccc(S(=O)(=O)N3CCCCC3)s2)cc1OC
-8,Cc1ccc(C(C#N)=Cc2ccc3c(c2)OCO3)cc1

The results go on:
RXFP1 antag,SMILES
-1,CC(C)(CNC(=O)c1cccc(S(=O)(=O)N2CCCCC2)c1)N1CCOCC1
7,COCCCNC1=C(C#N)C(=O)NC(c2cccc([N+](=O)[O-])c2)S1 (stereo not drawn)
-20,CCc1cccc2c(C(=O)CN3C(=O)NC4(CCCCC4)C3=O)c[nH]c12
-27,O=C(Nc1scc(-c2ccc(Br)cc2)c1C(=O)O)c1ccccc1F
-13,Cc1ccc2nc3c(cc(S(=O)(=O)c4ccccc4)c(=N)n3C3CCCC3)c(=O)n2c1
7,CC(C)[C@H](NC(=O)c1ccccc1F)C(=O)OCC(=O)Nc1sccc1C(N)=O
-1,COc1cccc(C(=O)NNC(=O)CCN2CCN(c3ccccc3)CC2)c1
4,CCC(C)(C)C1CCC2(CC1)NC(=O)N(CC(=O)N1CCN(c3ccccc3OC)CC1)C2=O (stereo not drawn)

Remaining list, next part:
RXFP1 antag,SMILES
-7,C=CCn1nc(C(=O)N2CCOCC2)cc1-c1sc(NC(=O)c2ccccc2)nc1C
1,O=C(Nc1ncccc1O)c1ccc(Cl)c(S(=O)(=O)N2CCCC2)c1
-2,CCOC(=O)Nc1ccc(S(=O)(=O)N2CCC(c3nc4ccccc4[nH]3)CC2)cc1
-1,O=C(NCCN1C(=O)S/C(=C/c2cccnc2)C1=O)c1ccc(S(=O)(=O)N2CCCC2)cc1
3,COc1ccc(-c2nnc(SCC(=O)Nc3c(Cl)cc(Cl)cc3C(=O)O)o2)cc1
-8,O=C1Nc2ccccc2C1=Nc1ccc2[nH]c3ccccc3c2c1
-6,O=C(/C=C/Nc1ccc(F)cc1F)c1ccc(Br)cc1
-72*,O=C(C(=Cc1ccccc1)CN1CCCCC1)c1ccccc1

RXFP1 antag, what is marked active above.
RXFP1 antag,SMILES
-94*,O=C(OCc1ccccc1)N(CCCCN(CCCNCc1ccccc1)C(=O)OCc1ccccc1)CCCNCc1ccccc1
-72*,O=C(C(=Cc1ccccc1)CN1CCCCC1)c1ccccc1

The list goes on:
RXFP1 antag,SMILES
5,O=C(CCNS(=O)(=O)c1ccc(Br)cc1)NCC(c1cccs1)N1CCOCC1 (stereo not drawn)
-5,COc1cc(-c2cc(OC)c(O)c(OC)c2)cc(OC)c1O
17,Cc1cc(Cl)ccc1NC(=S)NCCc1ccc(S(N)(=O)=O)cc1
0,O=C(C1CCCCC1)N1C[C@@H](O)[C@H](n2cc(-c3ccc(F)cc3)nn2)C[C@@H]1c1ccc(Cl)cc1
-7,CCCN(CC(=O)Nc1ccccc1OC)C(=O)Cn1c(=O)oc2ccccc21
-3,CCCCCCCCC(=O)N1C(C)CCC1C (stereo not drawn)
-9,OCCN1CCN(CC/C=C2/c3ccccc3CSc3ccccc32)CC1
-5,CC(C)N(C(=O)COC(=O)CCC(=O)c1cccs1)c1ccccc1

(list continues)
RXFP1 antag,SMILES
-17,CC1(C)C2CCC1(C)C(SC(=N)N)C2 (stereo not drawn)
-6,COc1ccc(N(CC(=O)NCCSc2ccccc2)S(=O)(=O)c2ccccc2)c(OC)c1
-3,COc1cc2c(cc1OC)C(=O)C(c1ccc3c(c1)OCO3)CC2 (stereo not drawn)
-14,O=C(Nc1cc(S(=O)(=O)N2CCOCC2)ccc1N1CCCCC1)c1ccccc1Br
-5,O=C(Oc1ccc(=O)[nH]n1)c1ccccc1
-21,COc1ccc(OC)c(C(=O)COC(=O)COc2ccccc2)c1
-2,COc1cc2c(cc1OC)C(CNC(=O)C=Cc1ccccc1)C2 (stereo not drawn)
-17,c1ccc(-c2ccncn2)cc1

Next section:
RXFP1 antag,SMILES
0,Cc1cc(Cl)cc2sc(=S)[nH]c12
-38,CN(Cc1ccccc1N1CCCC1)C(=O)c1cc2ccccc2o1
4,O=C(CN1C(=O)NC2(CCCC2)C1=O)NCc1ccccc1
-9,COc1nc(=O)n(C2CCCO2)cc1C (stereo not drawn)
1,CC1(C)C(=O)Nc2ccccc2N1C(=O)COC(=O)c1ccc([N+](=O)[O-])o1
7,Nc1ccn(C2CCCCO2)c(=O)n1 (stereo not drawn)
7,O=C(c1ccccc1)C(Nc1cccc([N+](=O)[O-])c1)c1ccccc1 (stereo not drawn)
-2,COc1ccc(NC(=O)N(C)C[C@@H]2OCc3cnnn3CCCC(=O)N([C@@H](C)CO)C[C@H]2C)c(OC)c1
-1,CCOc1ccccc1OCC(=O)NC1CCSc2ccccc21 (stereo not drawn)
-14,Cc1ccc(Cl)cc1NS(=O)(=O)c1ccccc1
-4,O=C(Nc1ccc(NC(=S)NC(=O)c2ccco2)cc1)c1ccc(Br)cc1
